T cell HTS – T cell immune modulators affecting CD8 T cell-vesicle binding; calls only at 7 µM; 330,000 tested, 0.068% active; 2C CD8+ T cell-vesicle binding, flow cytometry; active compounds read low;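 active = response, share of CD8 T cells binding vesicles, and their 90th percentile fluorescence all below set limits, cut at about 80% in these data, passing the limit was not always enough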
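incubation = binding step 1.5 h, 37 °C, antibody labelling 20 min, ice | test system = 2C mouse CD8+ T cells | read-out basis = percent CD8+ FL2 mean versus row control | controls = Peptide-free naked vesicles (low) and QL9 vesicles with 0.7% DMSO vehicle (high) | detection = flow cytometry of vesicle-bound cells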
PMI inhibitors – inhibitors of human PMI, primary screen, biochemical, fluorescence intensity, coupled assay (AID 1209); purified PMI enzyme, coupled fluorescence intensity; higher % means a stronger effect; one-dose inhibition, % at 20 µM; IC50 in µM for titrated hits; 190,000 tested, 0.42% active; in the data active = inhibition above about 50%;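 note: plate controls were DMSO vehicle for no effect and wells lacking substrate for full effect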
bCat nuc transl – alters nuclear translocation of beta-catenin in HeLa cells | immunofluorescence imaging | nuclear translocation activity, % at 5 µM | 190,000 tested, 0.3% active | AID 1665;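 active = nuclear translocation activity above 50% at 5 µM, with a well cell count of 50 or more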;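 note: per-cell ratio of nuclear to cytoplasmic median beta-catenin stain intensity; plate controls were DMSO negative control for no effect and GSK-3 inhibitor IX positive control for full effect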
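Test system: human HeLa cell line; Doses: 5 µM primary, 0.02–20 µM confirmation; Incubation: 24 h compound exposure, 37°C; Detection: beta-catenin immunofluorescence imaging with DAPI; Read-out: beta-catenin nuclear/cytoplasmic ratio, % activation.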
Myeloid diff 2 – promotes myeloid progenitor differentiation; ER-HoxA9 myeloid progenitors, lysozyme-GFP differentiation, flow cytometry; calls only at 10 µM; 360,000 tested, 1% active; AID 624256;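 active = normalized GFP-positive differentiation at or above the plate's own cutoff, the solvent-only control mean plus 3 SD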;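 note: cells exposed to compound for four days before flow analysis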
Dynein cargo inh – blocks dynein driven cargo transport along microtubules | 3617.4 mouse cells, GR-EGFP nuclear translocation imaging; test concentration mostly 20 µM; stimulated with dexamethasone, 1 µM; active compounds read low | z-score, hits read low | 220,000 tested, 0.47% active;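 active = plate z-score of nuclear minus cytoplasmic receptor signal below a set negative limit, without overly bright fluorescence or cell loss, cut at about -3.5 in these data, passing the limit was not always enough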;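 note: z-score of nuclear minus cytoplasmic ring GR-EGFP intensity difference per well; some compounds called inactive have numbers as strong as hits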
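Also added – dexamethasone, 1.0 µM final · Buffer or medium – tet-free, stripped-serum medium · Schedule – induction 48 h, compound 1 h, agonist 30 min · Detection – formaldehyde fixation, Hoechst nuclear stain, 10x automated fluorescence imaging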
MT stabilizer – microtubule stabilization, imaging screen | HeLa tubulin immunostaining HCS, 24 h; share of cells brighter than vehicle mean+2SD | % tubulin-high responders, % at 10 µM | 200,000 tested, 0.83% active | AID 2205;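 active = plate Z-score above 3 for both tubulin-high and condensed-nucleus cell shares, with cell loss under 80%, at 10 µM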;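 note: anti alpha tubulin signal scored within the nucleus-defined area of each cell; some results filed as inactive read as strong as hits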
Insulin prom up – MIN6 insulin promoter up-regulation; MIN6 insulin promoter-GFP reporter, high-content imaging; active compounds read high; z-score at 5 µM; 190,000 tested, 0.3% active; AID 1625;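 active = z-score above 3 at 5 µM with at least 500 cells counted in the well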
Hep lipid drop – hepatic lipid droplet formation modulation; AML12 mouse hepatocytes, oleate lipid droplets, BODIPY imaging; inhibition, % at 6.5 µM; 240,000 tested, 0.4% active; AID 1656;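 active = lipid droplet intensity inhibited by at least 50%, with more than 500 cells counted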
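Material: mouse AML12 hepatocyte cell line, fixed after treatment; Timing: compound with oleate, overnight; Technique: high-content imaging of BODIPY-stained droplets and DAPI nuclei; Probe or stimulus: oleate, 100 µM final; Dosing: compound at 6.5 µM only.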
TNAP activation fold – stimulation of alkaline phosphatase TNAP activity – biochemical, luminescent, no phosphate acceptor, uHTS, primary screen (AID 1001). activation fold at 20 µM; hits with a dose series show EC50 in µM. 200,000 tested, 0.03% active. purified TNAP, luminescent activation assay, no phosphate acceptor; higher activation fold means a stronger effect; in the data active = activation fold from about 3, or a potency from the dose series; inactive = the rest, 99 in 100 with activation fold below about 1.6; note: many of its hits are not listed in these tables
Dynein cargo inh cytoplasmic EGFP – also measured in Dynein cargo inh; calls as there; z-score; measured here: cytoplasmic GR-EGFP intensity; active compounds read high
Dynein cargo inh nuclear GR-EGFP – recorded beside Dynein cargo inh, whose call it bears; z-score; measured here: nuclear GR-EGFP intensity;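 lower value marks the stronger effect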
Dynein cargo inh cell count – recorded beside Dynein cargo inh, whose call it bears; z-score; measured here: cell count per field
Insulin prom up cell count – also measured in Insulin prom up; calls as there; cell count; measured here: cytotoxicity, nuclei count;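 total cells summed across four imaged fields per well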
Hep lipid drop cells 6.5 µM – recorded beside Hep lipid drop, whose call it bears; cell count; measured here: cell count, cytotoxicity flag;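 cells counted across two imaged fields per well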
bCat nuc transl cell count 5 µM – recorded beside bCat nuc transl, whose call it bears; cell count; measured here: cell count, cytotoxicity flag
T cell HTS vesicle-bound % – also measured in T cell HTS; calls as there; double positive events, %; measured here: CD8+ vesicle-bound cell fraction;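 binding gate set so that unloaded-vesicle control wells show 10% double positive cells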
MT stabilizer Hoechst-high % – also measured in MT stabilizer; calls as there; % Hoechst-high responders; measured here: nuclear condensation Hoechst responders;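 share of cells brighter than vehicle mean plus two SD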
MT stabilizer cytotoxicity % – second read-out of MT stabilizer, no call of its own (marks repeat the call); toxicity, %; measured here: cytotoxicity by cell density;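 0% = mean cell density of plate MIN control wells and 100% = no cells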
Myeloid diff 2 GFP+ MAC1+ % – also measured in Myeloid diff 2; calls as there; GFP+ MAC1+ double positive, %; measured here: differentiation confirmed by MAC1 staining
An asterisk follows results filed as active; i = inactive; . = no result given.

nr	mol	T cell HTS	T cell HTS vesicle-bound %	PMI inhibitors	bCat nuc transl	bCat nuc transl cell count 5 µM	Myeloid diff 2	Myeloid diff 2 GFP+ MAC1+ %	Dynein cargo inh	Dynein cargo inh cytoplasmic EGFP	Dynein cargo inh nuclear GR-EGFP
1	O=C(NCCCN1CCOCC1)c1ccc(CS(=O)(=O)c2ccc(Br)cc2)o1	i	42	-16%	.	.	i	3.6	-0.59	-0.3	-0.35
2	CCOc1ccc(CCNC(=O)c2ccc3nc(N4CCOCC4)sc3c2)cc1OCC	i	28	.	2.4	1259	i	0.8	1.3	0.014	1.1
3	COC(=O)c1[nH]c2ccccc2c1NC(=O)C(C)N1CC(C)OC(C)C1 (stereo not drawn)	i	22	.	0.4	1335	i	1.2	-0.23	0.31	-0.071
4	COc1ccc(OC)c(/C=N/NC(=O)c2cc[n+](Cc3ccccc3)cc2)c1	i	32	11%	0.7	935	i	0.5	-0.11	-0.32	-0.25
5	c1ccc(-n2c(SCC3CCCCO3)nnc2-c2cccs2)cc1 (stereo not drawn)	i	19	2%	3.7	1426	i	1.4	-0.92	-0.11	-0.1
6	O=C(Cn1c(C(F)(F)F)nc2ccccc21)c1ccc(F)cc1	i	52	-4%	.	.	i	0.7	-0.3	-0.22	-0.78
7	S=C(NCc1ccccc1)NCC1COc2ccccc2O1 (stereo not drawn)	i	17	4%	0.1	1110	i	14	2.5	-0.17	0.98
8	O=C(O)C1CC=CCC1C(=O)NNc1c(Cl)cc(Cl)cc1Cl (stereo not drawn)	i	51	-73%	-0.4	1070	i	0.2	0.46	-0.34	0.17
9	COC(c1ccccc1)c1nnc(CCC(=O)NC2C3CC4CC(C3)CC2C4)o1 (stereo not drawn)	i	22	1%	-0.7	1049	i	0.1	0.13	-0.21	0.084
10	CCOC(=O)c1cnc2c(C)cccc2c1Nc1ccc(N2CCOCC2)cc1	i	26	4%	-1.8	531	.	.	0.44	-0.26	0.24
11	CCCCCCCOC(=O)C1=C(C)Nc2ncnn2C1c1cccs1 (stereo not drawn)	i	22	-4%	-1.4	1179	i	0.6	-0.032	-0.38	0.018
12	CCOC(=O)C1CCN(C(c2cc3ccc(C)cc3[nH]c2=O)c2nnnn2C2CCCCC2)CC1 (stereo not drawn)	i	31	-38%	-0.8	904	i	0.8	-0.78	-0.22	-0.22

nr	Dynein cargo inh cell count	MT stabilizer	MT stabilizer Hoechst-high %	MT stabilizer cytotoxicity %	Insulin prom up	Insulin prom up cell count	Hep lipid drop	Hep lipid drop cells 6.5 µM	TNAP activation fold
1	0.72	3.2	3.0	9.5	-1.5	846	.	.	1
2	-2.5	.	.	.	0.18	1079	34	734	.
3	-0.49	.	.	.	0.35	1470	-5	683	.
4	0.52	4.7	3.9	8.9	0.12	1181	8	721	1
5	-0.0023	5.1	2.9	2.5	0.77	1396	.	.	1.1
6	0.089	2.8	1.4	3.0	.	.	.	.	1.1
7	-2.2	3.0	1.9	12	-0.08	1817	2	682	1.1
8	-0.63	2.3	1.7	4.9	0.54	1274	4	701	1.1
9	-0.19	3.0	2.2	5.7	-0.56	1418	-11	690	1.1
10	0.29	2.3	1.3	5.3	-0.05	1212	-5	589	1
11	0.23	1.1	2.1	11	.	.	-18	792	1
12	0.18	5.2	3.3	11	.	.	.	.	1

From entry 5 as far as 6, copied from above:
nr	mol	T cell HTS	T cell HTS vesicle-bound %	PMI inhibitors	bCat nuc transl	bCat nuc transl cell count 5 µM	Myeloid diff 2	Myeloid diff 2 GFP+ MAC1+ %	Dynein cargo inh	Dynein cargo inh cytoplasmic EGFP	Dynein cargo inh nuclear GR-EGFP
5	c1ccc(-n2c(SCC3CCCCO3)nnc2-c2cccs2)cc1 (stereo not drawn)	i	19	2%	3.7	1426	i	1.4	-0.92	-0.11	-0.1
6	O=C(Cn1c(C(F)(F)F)nc2ccccc21)c1ccc(F)cc1	i	52	-4%	.	.	i	0.7	-0.3	-0.22	-0.78

nr	Dynein cargo inh cell count	MT stabilizer	MT stabilizer Hoechst-high %	MT stabilizer cytotoxicity %	Insulin prom up	Insulin prom up cell count	Hep lipid drop	Hep lipid drop cells 6.5 µM	TNAP activation fold
5	-0.0023	5.1	2.9	2.5	0.77	1396	.	.	1.1
6	0.089	2.8	1.4	3.0	.	.	.	.	1.1

More entries:
nr	mol	T cell HTS	T cell HTS vesicle-bound %	PMI inhibitors	bCat nuc transl	bCat nuc transl cell count 5 µM	Myeloid diff 2	Myeloid diff 2 GFP+ MAC1+ %	Dynein cargo inh	Dynein cargo inh cytoplasmic EGFP	Dynein cargo inh nuclear GR-EGFP
13	CCCC1=C(C(=O)OCC)C(c2ccccc2OCC)NC(=O)N1C (stereo not drawn)	i	37	-4%	-3.0	781	i	1.5	0.34	-0.3	0.34
14	O=C(Oc1ccccc1C(=O)Oc1ccccc1)c1ccco1	i	16	7%	2.1	1102	i	7.3	-0.19	-0.19	0.12
15	COc1ccccc1CNC(=O)CSc1ccc(C)cc1	i	39	4%	8.6	407	i	0.3	0.088	-0.23	0.037
16	COc1ccc(NC(=O)CSc2nnc(Cc3cccn3C)n2CCc2ccccc2)cc1OC	i	9	5%	-0.6	1431	i	5.0	-1	-0.13	-0.38
17	O=C(CSc1ccc2ccccc2c1)NCCCN1CCCC1=O	i	38	-18%	5.1	1094	i	0.2	-1.1	-0.36	-0.77
18	CC(=O)Nc1nc(N)n(-c2ccccc2)n1	i	21	7%	-0.8	1001	i	1.1	-0.13	-0.19	0.04
19	O=C(NCc1ccc(F)cc1)C1CCC(CNc2c(N3CCCCC3)c(=O)c2=O)CC1 (stereo not drawn)	i	13	.	0.5	1302	i	0.3	-0.24	1.3	0.64
20	O=C(NCCC1=CCCCC1)C1CCN(C(=O)Cc2ccccc2)CC1	i	23	18%	0.3	992	i	0.6	0.12	-0.39	0.29
21	O=C(NNC1=C(C(=O)C(F)(F)F)CCC1)c1ccccc1O	i	14	-12%	.	.	i	1.0	1.3	-0.28	0.75
22	COc1ccccc1-c1cc(C(=O)Nc2c(C)n(C)n(-c3ccccc3)c2=O)no1	i	1	-13%	1.5	1404	i	1.3	-0.51	-0.23	0.068
23	O=C(CSc1ncnc2c1nnn2Cc1ccc(F)cc1)NC1CCCCC1	i	37	0%	-0.2	1096	i	0.7	-0.81	-0.36	-0.64
24	COc1cc(CNCc2ccccn2)ccc1OCc1ccc(Cl)c(Cl)c1	i	45	-12%	4.6	958	i	0.7	1	-0.25	0.37

nr	Dynein cargo inh cell count	MT stabilizer	MT stabilizer Hoechst-high %	MT stabilizer cytotoxicity %	Insulin prom up	Insulin prom up cell count	Hep lipid drop	Hep lipid drop cells 6.5 µM	TNAP activation fold
13	-0.14	4.4	3.3	3.6	-0.17	1009	.	.	1.1
14	0.22	1.3	1.9	10	0.16	977	.	.	1.1
15	-0.25	3.6	2.2	7.1	0.01	1098	-8	638	1.1
16	-0.09	10	2.6	8.6	-1	958	.	.	1.1
17	1.6	2.7	1.8	9.9	0.47	1260	0	628	1.1
18	0.49	1.8	1.5	9.3	-0.01	1818	2	692	1.1
19	0.31	.	.	.	-0.03	1026	25	798	.
20	0.32	4.1	1.9	8.9	0.3	1393	-15	695	1.1
21	0.084	2.6	1.1	9.3	-0.27	902	0	758	0.9
22	0.57	3.4	1.8	4.5	-0.46	1354	.	.	1
23	1.6	2.1	1.5	12	1.4	1299	5	708	1.1
24	0.26	2.6	1.2	4.8	-0.99	1368	-7	678	2.7

More structures
nr	mol	T cell HTS	T cell HTS vesicle-bound %	PMI inhibitors	bCat nuc transl	bCat nuc transl cell count 5 µM	Myeloid diff 2	Myeloid diff 2 GFP+ MAC1+ %	Dynein cargo inh	Dynein cargo inh cytoplasmic EGFP	Dynein cargo inh nuclear GR-EGFP
25	O=C(NC1CCCC1)c1noc2c1CCCCC2	i	17	4%	-2.2	1135	i	1.5	-0.71	-0.39	-0.37
26	COc1ccc(C2NC(=O)NC(O)(C(F)(F)F)C2C(=O)c2ccc(F)cc2)cc1 (stereo not drawn)	i	17	9%	.	.	i	0.9	1.3	0.21	1.5
27	CC1CN(CCC(=O)Nc2ccc3c(c2)OCO3)CC(C)O1 (stereo not drawn)	i	7	-2%	-1.4	1144	i	8.5	-0.72	-0.19	-0.12
28	COc1ccc(CNC(=O)COC(=O)CC2CCCC2)cc1	i	30	-15%	-0.3	911	i	0.2	-0.27	0.59	-0.34
29	C=CCOC(=O)/C(=C\c1ccc(OC)cc1)NC(=O)c1ccco1	i	29	13%	0.5	1375	i	0.8	0.11	-0.21	0.6

nr	Dynein cargo inh cell count	MT stabilizer	MT stabilizer Hoechst-high %	MT stabilizer cytotoxicity %	Insulin prom up	Insulin prom up cell count	Hep lipid drop	Hep lipid drop cells 6.5 µM	TNAP activation fold
25	0.034	1.3	1.8	7.2	.	.	16	782	1
26	-1.7	3.4	1.3	6.8	-0.28	1307	11	735	1.1
27	-0.45	3.8	2.9	10.0	1.2	1149	.	.	1
28	0.83	1.7	3.0	4.3	0.82	1362	0	675	0.9
29	0.45	2.9	2.1	4.2	1.6	1262	.	.	1.1

High-throughput results as filed in PubChem.
